Screening results from PubChem BioAssay.
MPTP block – mitochondrial permeability transition pore inhibitors, primary screen, biochemical, isolated mouse mitochondria, absorbance; Ca2+ swelling absorbance, 30 min; inhibition, % at 10 µM; 1.4% of 360,000 active;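 active = inhibition of 50% or more, scaled per plate between neutral and stimulator controls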;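 note: 0% = DMSO wells given calcium and 100% = 1 mM EGTA wells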
Active calls of the source: *.

SMILES	MPTP block
Cc1ccc2nc(C(C)(C)C)c(Cc3cccc(Cl)c3)n2c1	-2.5
O=C(NN1CCCCC1)NN1CCCCC1	-0.2
COc1ccc(-c2cc3nc(C)c(C)c(N4CCN(C(=O)c5ccoc5)CC4)n3n2)cc1	0.1
COc1ccc(-n2nnnc2C2(C)CCC(=O)N2Cc2ccccc2)cc1 (stereo unspecified)	2.8
CC(=Nc1ccccc1)C1=C(O)C(Cc2ccc(F)cc2)NC1=O (stereo unspecified)	-0.1
CC(=O)c1ccc(Nc2ncnc3ccc(Br)cc23)cc1	-0.6
CCN(CC)C(=O)c1ncn2c1c(=O)[nH]c1ccccc12	0.0
CC1(C(=O)NS(=O)(=O)c2ccc(C#N)cc2)CCN1C(=O)Cc1ccc(Cl)cc1Cl (stereo unspecified)	-1.1
O=C(Nc1ccccc1)C1=C(Nc2ccccc2)CSC1	0.9
Cc1nn(C)c2c1NC(=O)CS2	0.3
COc1ccc(C)cc1-n1c(SCC(=O)N2CCOCC2)nc2ccccc2c1=O	0.4
COc1ccc(S(=O)(=O)NC(=O)C2(C)CCN2C(=O)Cc2ccc(C(C)(C)C)cc2)cc1 (stereo unspecified)	0.8
CC1Cc2[nH][nH]c(=O)c2C(C2CCCC2)O1 (stereo unspecified)	-0.1
O=C(Nc1nnc([C@H]2C[C@H](O)[C@@H](CO)O2)s1)Nc1ccccc1C(F)(F)F	3.7
CCN(CC)c1ncnc2c1ncn2[C@H]1CN(Cc2ccco2)C[C@@H](CO)O1	-1.6
COCCNC(=O)C1CCCN(C(=O)c2ccnc(Cl)c2)CC1 (stereo unspecified)	-0.1
CCc1ccc(C(O)c2ncc(-c3cccc4ccccc34)[nH]2)cc1 (stereo unspecified)	6.3
CCNC(=O)C1CCCN(C(=O)c2ccco2)CC1 (stereo unspecified)	0.2
Cc1ccc(S(=O)(=O)N(C)C[C@H]2OCCCC[C@@H](C)Oc3ccc(NC(=O)Cc4ccccc4)cc3C(=O)N([C@H](C)CO)C[C@@H]2C)cc1	4.0
CC1(C(=O)Nc2cccc3ccccc23)CCN1C(=O)C1(c2ccccc2)CCCC1 (stereo unspecified)	-0.4

Already shown: an excerpt of the list.
SMILES	MPTP block
COc1ccc(C)cc1-n1c(SCC(=O)N2CCOCC2)nc2ccccc2c1=O	0.4
COc1ccc(S(=O)(=O)NC(=O)C2(C)CCN2C(=O)Cc2ccc(C(C)(C)C)cc2)cc1 (stereo unspecified)	0.8
CC1Cc2[nH][nH]c(=O)c2C(C2CCCC2)O1 (stereo unspecified)	-0.1
O=C(Nc1nnc([C@H]2C[C@H](O)[C@@H](CO)O2)s1)Nc1ccccc1C(F)(F)F	3.7
CCN(CC)c1ncnc2c1ncn2[C@H]1CN(Cc2ccco2)C[C@@H](CO)O1	-1.6

(further entries)
SMILES	MPTP block
C[C@H]1CN([C@@H](C)CO)C(=O)CCCn2nncc2CO[C@@H]1CN(C)S(=O)(=O)c1ccc(-n2cccn2)cc1	-0.7
Cc1cc(/C=C(\C#N)C(=O)NCc2ccccc2)c(C)[nH]1	0.3
CCOC(=O)N(C)c1c(CC)nc2c(OCc3ccc(C(F)(F)F)cc3)cccn12	1.0
CC(C)c1cn(CC[C@@H]2CC[C@@H](NC(=O)C3CCCCC3)[C@@H](CO)O2)nn1	0.3
CCc1cc(C(=O)OCC(=O)NCCc2ccccc2)sc1C	0.2
CC1(Cc2ccccc2F)C(=O)Nc2c(Cl)ccc(Cl)c21 (stereo unspecified)	0.4
Cc1ccc(CN2C(=O)CSCC2(C)C(=O)NCc2ccccc2)cc1 (stereo unspecified)	-0.9
COc1cc(OC)nc(Nc2nc(C(N)COCc3ccccc3)cs2)n1 (stereo unspecified)	3.6
CC(C)CCN1CCC[C@]2(N[C@H](c3ccccc3)[C@@H]3C(=O)N(Cc4ccccc4)C(=O)[C@@H]32)C1=O	-1.2
Cc1ccc(S(=O)(=O)N2[C@H](c3ccc(Cl)cc3)CC(=O)[C@@H]3CN(S(=O)(=O)c4ccccc4C)[C@H](c4ccc(Cl)cc4)C[C@@H]32)cc1	20.5
COc1ccc(CNC(=O)C[C@@H]2C[C@H]3c4cc(NC(=O)C5CCC5)ccc4O[C@H]3[C@@H](CO)O2)cc1	-0.9
COc1ccc2c3c(n(C(=O)OC(C)(C)C)c2c1)C1CC=C(COC(C)=O)CN1CC3 (stereo unspecified)	0.3
CCc1nc2ccc(C(=O)NCCC(C)C)cn2c1N(C)Cc1nccs1	-1.6
CC(C)C[C@H]1CNC(=O)C(=O)N1C[C@@H]1CCCN1C[C@H](Cc1ccccc1)N1C[C@H](Cc2ccccc2)N(CC2CCCCC2)C(=O)C1=O	-3.1
CCOC(=O)C1(C)CCN1C(=O)c1oc2ccccc2c1C (stereo unspecified)	0.6
CCOC(=O)C1CN(C(=O)OCC)CC1=NNC(N)=O (stereo unspecified)	-3.0
CNc1cncc(-c2cc(OC)c(OC)c(OC)c2)n1	-0.9
CC(C)(C)n1nnnc1C(c1ccccc1)N1CCN(c2ccccn2)CC1 (stereo unspecified)	-3.1
CCc1ccc(NC(=O)CCCOc2cc(=O)n(C)c3ccccc23)cc1	-0.4
COC(=O)[C@]12CCCCC=C1N(CCc1ccc(OC)c(OC)c1)C(=O)[C@H](CC(=O)NCc1cccs1)C2	0.1
O=S(=O)(c1ccc(NC(=S)N2CCCCC2CO)cc1)N1CCOCC1 (stereo unspecified)	-1.6
Cc1ccccc1S(=O)(=O)NC(=O)C1(C)CCN1C(=O)C(C)(C)c1ccccc1 (stereo unspecified)	-0.4
O=C(NCc1nnnn1-c1ccc(Cl)cc1)c1ccc([N+](=O)[O-])o1	-0.4
CCc1nc2c(OCC(=O)C(C)(C)C)cccn2c1N(C)C(=O)C1CC1	-0.1
COC(=O)[C@@]1(Cc2ccc(F)cc2)[C@H]2c3cc(C(=O)N4CCCC4)n(CCc4c[nH]c5ccccc45)c3C[C@H]2CN1C(=O)c1ccccc1	-1.2
COc1ccc(-c2csc(C(NC(C)=O)c3ccccc3)n2)cc1 (stereo unspecified)	0.3
CCCCCCCCN1C(=O)[C@H](CC(=O)NCCc2ccccc2OC)C[C@@]2(C(=O)OC)CCCCC=C12	-2.2
CCCCCC(=O)N1C[C@H](O)[C@@H](n2cc(COC(=O)c3ccccc3)nn2)C[C@@H]1c1ccc(Cl)cc1	-0.5
CC1=C(C(=O)N(C(C)C)C(C)C)CC(CC(=O)NC2CCCC2)C(=O)N1Cc1ccc(C(C)(C)C)cc1 (stereo unspecified)	-0.1
Oc1ccc(C[C@H]2CN([C@@H](Cc3ccc(O)cc3)CN3CCC[C@@H]3CN3C(=S)NC[C@@H]3Cc3ccccc3)C(=S)N2CCc2ccccc2)cc1	0.4
Cc1ccc(S(=O)(=O)N2C[C@H]3[C@H]4C(=O)N(c5ccccc5)C(=O)[C@H]4C[C@H](OC(=O)NCc4ccccc4)[C@@]3(O)C2)cc1	-0.1
CC1(Cc2cc(Cl)ccc2C(F)(F)F)C(=O)Nc2cc(F)ccc21 (stereo unspecified)	3.0
CCOC(=O)C(=O)N(C)c1c(CC)nc2c(OCc3cccc(OC)c3)cccn12	2.1
O=C(NCCc1cccs1)Nc1ccc2nc([C@@H]3O[C@H](CO)[C@@H](O)[C@H]3O)[nH]c2c1	-0.7
COC(=O)c1ccc(CNC(=O)C2CCC(=O)N(CCc3ccccn3)C2)cc1 (stereo unspecified)	-0.8
CC(=O)c1ccc(OC2(C)CCN(Cc3ccc(C)cc3)C2)cc1 (stereo unspecified)	0.0
CN1CCN(c2ncnc3c2ncn3[C@H]2CN(Cc3ccc(F)cc3)C[C@@H](CO)O2)CC1	0.6
COc1cc2oc(=O)cc(CN(Cc3ccccc3)Cc3ccccc3)c2cc1Cl	1.2
CC(C)NC(=O)N(C)C[C@H]1OCCCC[C@@H](C)Oc2ccc(N(C)C)cc2C(=O)N([C@H](C)CO)C[C@@H]1C	-1.0
O=C1CCC(C(=O)OCC(=O)Nc2ccccc2Br)=NN1	-1.1
COc1cc(C=C(C#N)c2ccc([N+](=O)[O-])cc2)ccc1O	2.5
CC1=NCC(C)c2ccccc21 (stereo unspecified)	-0.4
COC(=O)c1cc(NC(=O)CC(=O)c2cccc(N)c2)cc(C(=O)OC)c1	0.7
Cc1cc2c(cc1C)-n1nnnc1C(N1CCN(CC(=O)N3CCCC3)CC1)C(=O)N2 (stereo unspecified)	0.1
CC(=NNC(=O)c1ccccc1N)c1ccccc1O	-0.7
O=C(Nc1cc(C(F)(F)F)cc(C(F)(F)F)c1)[C@H]1O[C@@H](n2ccc(=O)[nH]c2=O)[C@H](O)[C@@H]1O	-0.2
COc1cccc(C(O)c2nc(-c3cccc(CO)c3)cs2)c1 (stereo unspecified)	-0.7
CN(C)c1ccc(CNC(=O)C2(C)Cc3c(-c4ccc(N(C)C)cc4)ccnc3O2)cc1 (stereo unspecified)	1.0
COc1cccc(CN2CCC2(C)C(=O)NCCc2ccccn2)c1OC (stereo unspecified)	-1.3
CCCNC(=O)C1(C)CCCN(C(=O)c2cccc(C(F)(F)F)c2)C1 (stereo unspecified)	0.7

Grouped by structure: the entries above with an NH in an aromatic ring
SMILES	MPTP block
CCN(CC)C(=O)c1ncn2c1c(=O)[nH]c1ccccc12	0.0
CC1Cc2[nH][nH]c(=O)c2C(C2CCCC2)O1 (stereo unspecified)	-0.1
CCc1ccc(C(O)c2ncc(-c3cccc4ccccc34)[nH]2)cc1 (stereo unspecified)	6.3
Cc1cc(/C=C(\C#N)C(=O)NCc2ccccc2)c(C)[nH]1	0.3
COC(=O)[C@@]1(Cc2ccc(F)cc2)[C@H]2c3cc(C(=O)N4CCCC4)n(CCc4c[nH]c5ccccc45)c3C[C@H]2CN1C(=O)c1ccccc1	-1.2
O=C(NCCc1cccs1)Nc1ccc2nc([C@@H]3O[C@H](CO)[C@@H](O)[C@H]3O)[nH]c2c1	-0.7
O=C(Nc1cc(C(F)(F)F)cc(C(F)(F)F)c1)[C@H]1O[C@@H](n2ccc(=O)[nH]c2=O)[C@H](O)[C@@H]1O	-0.2

Additional entries.
SMILES	MPTP block
Cc1ccc(S(=O)(=O)N2C[C@H]3N(C(=O)OC(C)C)N(C(=O)OC(C)C)C[C@H](OC(=O)NC4CCCC4)[C@@]3(O)C2)cc1	0.7
Cc1onc(-c2ccccc2)c1-c1nnc(COC(=O)c2ccc(N(C)C)cc2)o1	-1.1
c1ccc(SC23CCCCN(CCC2)C32OCCO2)cc1 (stereo unspecified)	0.4
Cc1c(C(=O)NCc2ccc(F)cc2)sc(=O)n1Cc1ccccc1	-0.2
COc1ccc(-c2csc(C(C)(O)c3ccc(F)c(F)c3)n2)cc1OC (stereo unspecified)	1.7
N#Cc1ccc(-c2nc3c(Cl)cc(C(F)(F)F)cn3c2Cc2ccccc2C(F)(F)F)cc1	3.2
Cc1cccc(-n2cnc3cc(C(=O)NCC4CCCO4)ccc32)c1 (stereo unspecified)	0.9
CC(=O)Nc1cnc(/C=C\CCCO)cn1	-1.4
Cc1ccc(S(=O)(=O)N2C[C@H]3C(=O)C[C@@H](c4ccccc4)N(S(=O)(=O)c4ccccc4C)[C@H]3C[C@H]2c2ccccc2)cc1	0.1
Cc1ccc(F)cc1C(=O)N1CCCC1(C)C(=O)NCC(C)C (stereo unspecified)	0.3
CCNC(=O)C1(C)CCCN(C(=O)c2ccnc(Cl)c2)C1 (stereo unspecified)	-1.2
COCC(=O)N[C@H]1C=C[C@@H](CC(=O)OC)O[C@@H]1CO	-0.2
CC(C)(C)n1nnnc1C(c1ccccc1)N1CCN(c2c(Cl)cncc2Cl)CC1 (stereo unspecified)	-0.2
COc1ccc(-c2cc(NC(C)=O)c3ncc(-c4ccccc4)n3c2)c(OC)c1	-0.9
CCC(c1nc2ccccc2[nH]1)N(Cc1cccnc1)C(=O)c1cc(-c2ccccc2)on1 (stereo unspecified)	0.3
Cc1cccc(OCCNC(=O)c2cc(C3CC3)nc3c2cnn3C(C)C)c1	-0.7
CCc1nc2ccc(C(=O)Nc3cc(-c4ccccc4)ccc3OC)cn2c1N(CC)Cc1cccc(Br)c1	0.9
N#Cc1ccc(S(=O)(=O)N2CCCCC2c2cc(C(=O)NCc3ccccc3)no2)cc1 (stereo unspecified)	0.2
COC(=O)[C@@]12C[C@@H](CC(=O)NCCc3ccccc3OC)C(=O)N(Cc3ccco3)C1=CCC(C)(C)C2	-1.1
CCc1nc2c(OCCC3CCCCC3)cccn2c1N(C)C(=O)c1ccc(C)cc1	-2.7
CCCNC(=O)C1(C)CCCN(Cc2ccccc2F)C1 (stereo unspecified)	-1.0
O=C(c1cnc(Cc2c[nH]c3ccccc23)c(I)c1)N1CCOCC1	0.7
COc1ccc([C@H]2N[C@]3(CCCN(Cc4cccn4C)C3=O)[C@H]3C(=O)N(Cc4ccccc4)C(=O)[C@@H]23)cc1	1.6
Cc1ccc(S(=O)(=O)C=CS(=O)(=O)c2ccc(C)cc2)cc1	-1.4
COc1cccc(OC)c1C(=O)NCc1ccco1	0.5
CCN(CC(=O)Nc1ccc(C#N)cc1)CC(=O)Nc1ccc2c(c1)OCCO2	43.2
COc1ncnc2c1ncn2CCCNCc1ccco1	-0.9
COc1ccccc1C(=O)COC(=O)C1CCN(S(=O)(=O)c2ccccc2)CC1	-0.2
CCC(c1nnnn1C(C)(C)C)N1CCN(C/C=C/c2ccccc2)CC1 (stereo unspecified)	0.4
O=S1(=O)CC(N2CCN(CC3CC3)CC2)CN1C1CCCC1 (stereo unspecified)	0.5
COCCNC(=O)C1CCCN(C(=O)COc2ccc(Cl)cc2Cl)CC1 (stereo unspecified)	-1.0
COC(=O)CN1C(=O)CSc2ccc(S(=O)(=O)N3CCC(C)CC3)cc21	-3.8
O=C1Nc2ccccc2N(C(=O)c2c(F)cccc2F)C1c1nc2ccccc2[nH]1 (stereo unspecified)	-0.6
O=C(Oc1ccccc1)c1cc(O)c(O)c(O)c1	2.2
Cc1ccsc1C(=O)NCC(c1cccs1)N1CCOCC1 (stereo unspecified)	0.1
CCOC(=O)C1=CCN(S(=O)(=O)c2ccccc2F)C1c1cccc(F)c1 (stereo unspecified)	-0.1
CCCCCCn1c(=O)n2n(c1=O)C[C@]1(OC(=O)NCc3ccccc3)CN(S(=O)(=O)c3ccc(C)cc3)C[C@]1(O)C2	1.3

Only part of the results is shown, so the mix of outcomes need not match the whole.
